Assay outcomes (PubChem)
EphA4 KYL inhibition: inhibitors of EphA4 binding to KYL peptide, primary screen, biochemical, colorimetric, mouse EphA4 (AID 689); inhibition, % at 10 µM, or IC50 in µM where a hit was titrated; Ephrin type-A receptor 4 (Mus musculus); EphA4-AP binding to KYL peptide, pNPP A405; higher % means a stronger effect; actives 0.1% (n = 62,000); in the data active = a potency from the dose series; inactive = the rest, 99 in 100 with inhibition below about 22%
Numbers without * were called inactive. Only part of the results is shown; the hit share may differ from the screen's.

SMILES | EphA4 KYL inhibition
Cc1oc(-c2ccc(Cl)cc2)nc1CN1CCC(C(=O)NCCCN2CCCC2=O)CC1 | 3%
O=C(Cn1nc(-c2ccccc2)nc1-c1ccccc1)N1CCOCC1 | -6%
C/C(N)=C(/C#N)C(=O)COc1ncnc2ccc(Br)cc12 | -4%
COc1cc(C(=O)N2CCC(Cc3ccccc3)CC2)c([N+](=O)[O-])cc1OC | -4%
Cc1ccccc1-c1cc(C(=O)n2cccn2)c2cc(Cl)ccc2n1 | -10%
CC(C)C(NC(=O)C1CCCCC1)C(=O)NCc1ccccn1 (configuration not stated) | -12%
COc1c(Cl)cc(C(=O)Nc2ccccc2-c2ccccc2)cc1Cl | -7%
O=C1c2ccsc2SCCN1Cc1cccc(Cl)c1 | -9%
Cc1nn(-c2ccccc2)c(C)c1C(=O)OCC(=O)c1c(N)n(CC(C)C)c(=O)n(C)c1=O | -3%
COc1ccc2[nH]c(C)c(C(=O)CN3CCN(C(=O)c4ccco4)CC3)c2c1 | 0%
NC(=O)C1CCN(C(=O)c2cc3ccccn3n2)CC1 | 0%
O=C1CSC(c2cn(-c3ccccc3)nc2-c2cc3ccccc3oc2=O)N1Cc1cccnc1 (configuration not stated) | 1%
Cc1ccc(N2C(=O)CSC2c2c(F)cccc2Cl)cc1 (configuration not stated) | 2%
COc1ccc(-c2cc(C(F)(F)F)n3nc(C(=O)NCc4ccco4)c(Cl)c3n2)cc1 | 5%
Cc1ccc(NC(=O)c2cc(NC(=O)CCC(=O)O)ccc2N2CCCCC2)cc1 | -4%
O=c1[nH]nc(Cc2nc3ccccc3s2)c2ccccc12 | -7%
CC(C)(C)c1ccccc1OCC(=O)Nc1ncn[nH]1 | -6%
CC(=O)Nc1ccc(NC2=Nc3ccccc3N3C2=Nc2c(c(C)nn2-c2ccccc2)C3c2ccccc2)cc1 (configuration not stated) | 17µM*
O=S(=O)(Nc1ccc(O)c(Cl)c1)c1cc(Cl)ccc1Cl | 4%
CSC1=NC(NCCCO)c2c(sc3c2CC(C)(C)OC3)N1 (configuration not stated) | 5%
CC(=O)N(Cc1ccc2c(c1)OCO2)C1CC(=O)N(CCc2ccccc2)C1=O (configuration not stated) | -7%
Cc1cccc(C)c1NC(=O)c1cc2ccccc2o1 | -4%
CCCS(=O)(=O)N1CCN(Cc2ccccc2OCC)CC1 | -14%
COCCNC(=S)NC1CC2CCCC(C1)N2Cc1ccco1 (configuration not stated) | 18%
CCCc1[nH]nc2c1C(c1ccc(O)cc1OCC)C(C#N)=C(N)O2 (configuration not stated) | -7%
O=C(NC1CCCCC1)c1cc([N+](=O)[O-])ccc1N1CCOCC1 | -13%
COc1cccc(NC(=O)c2nnn(CCc3ccccc3)c2N)c1 | -2%
CCCCCCCCC(=O)N/N=C/c1ccccn1 | -3%
CC(=Nc1ccc(C)c(C)c1)C1=C(O)CSC1=O | 6%
CCCCn1c(SCC(=O)NCc2ccco2)nc2ccccc2c1=O | -15%
CC(C)C(=O)NS(=O)(=O)c1ccc(NC(=O)C(F)(F)F)cc1 | -4%
O=C(/C=C/c1ccccc1)CC(O)(c1ccccc1)C(F)(F)F (configuration not stated) | -32%
O=c1c2c(nc3cc(-c4ccc(Br)cc4)[nH]n13)CCCC2 | 8%
C(=NCCCN1CCOCC1)c1ccc2c(c1)OCO2 | -8%
Oc1ccc(Br)cc1CN1CCN(Cc2cccc3ccccc23)CC1 | 1%
O=C(COc1ccc(Cl)cc1)Nc1nc(-c2ccc(S(=O)(=O)N3CCOCC3)cc2)cs1 | 6%
O=S(=O)(CCc1nnc(-c2ccccc2)o1)c1ccc2ccccc2c1 | -3%
Nc1ccccc1C(=O)NCc1ccccc1 | -9%
CCOC(=O)c1ccc(NC(=S)NCCc2ccccc2)cc1 | -11%
CCOC(=O)C1CCCN(C(=O)c2ccccc2Oc2ccccc2)C1 (configuration not stated) | 13%
Cc1ccc(C(C)C)c(OCCNC(=O)c2ccc(Cl)cc2Cl)c1 | -10%
COC(=O)CSc1ccc(-c2nc3ccc(C)cc3[nH]2)cn1 | 1%
CC(C)N(C#N)c1nc(N2CCOCC2)nc(N2CCOCC2)n1 | -11%
COc1ccc(CNC(=O)COc2ccc(Cl)cc2Br)cc1 | 1%
O=C(NNC(=O)c1cc2cc3ccccc3nc2s1)c1cccc(C(F)(F)F)c1 | -8%
Cc1ccc(S(=O)(=O)C(CCC(=O)N2CCOCC2)S(=O)(=O)c2ccc(C)cc2)cc1 | -5%
COc1cccc(C(=O)SC2=NCCS2)c1 | -4%
O=C(CN(C(=O)CSc1nc2ccccc2o1)c1ccccc1)NC1CCCCC1 | -4%
O=C1OC2CC3CC1CC(O)(C3)C2 (configuration not stated) | 1%
CCCCNC(=O)C1CC(=O)N(C2CCCCC2)C1 (configuration not stated) | -19%
COc1cccc(-n2c(SCC#N)nnc2-c2cnccn2)c1 | 1%
C/C(=N\O)c1ccc2c3ccccc3n(C)c2c1 | 2%
CCOc1cccc(CNc2ccc(O)cc2)c1OCc1ccc(Cl)cc1 | 2%
CCCc1nc2n[nH]c(N)c2c2c1CCCC2 | -2%
COc1ccccc1Cn1c(=S)[nH]c2cc(C(=O)N3CCN(C)CC3)ccc2c1=O | -10%
COc1ccc(C(C(=O)NC2CCCCC2)N(C(=O)c2sc(C)nc2C)c2ccc(C(C)=O)cc2)cc1 (configuration not stated) | -17%
Cc1ccc(OCCOCCOc2cccc(/C=c3\sc4nc5ccccc5n4c3=O)c2)cc1 | -5%
O=C(CCNC(=O)c1ccco1)NCc1ccccc1 | -1%
N#C/C(=C1/CCCCCN1)c1nc2ccccc2[nH]1 | -4%
COc1cc(C=C2C(=O)NC(=S)NC2=O)cc(Cl)c1OCCOc1ccccc1 | 10%

Ordered by the number under EphA4 KYL inhibition (largest number first): some entries from above
SMILES | EphA4 KYL inhibition
COc1cc(C=C2C(=O)NC(=S)NC2=O)cc(Cl)c1OCCOc1ccccc1 | 10%
O=C(CCNC(=O)c1ccco1)NCc1ccccc1 | -1%
Cc1ccc(OCCOCCOc2cccc(/C=c3\sc4nc5ccccc5n4c3=O)c2)cc1 | -5%
CCCCNC(=O)C1CC(=O)N(C2CCCCC2)C1 (configuration not stated) | -19%

More records follow.
SMILES | EphA4 KYL inhibition
CCOCC(=O)Nc1c(C(=O)Nc2ccccc2OC)oc2ccccc12 | -8%
COCCn1nnnc1C(c1cccc(C#N)c1)N1CCCCCC1 (configuration not stated) | -1%
Cc1cc(C)c(OCC(=O)Nc2ccc(Br)cc2)c(C)c1 | 2%
Cc1ccc2cc(/C=C3\N=C(c4ccccc4)OC3=O)c(N3CCOCC3)nc2c1 | 1.5µM*
CCOC(=O)c1sc(NC(=O)c2ccccc2)cc1C | 17%
N/C(=N\OC(=O)c1cccc(F)c1)c1ccccc1 | 19%
OC(CC#CCN1CCC(c2ccccc2)C1)(c1ccccc1)c1ccccc1 (configuration not stated) | 8%
COCCCNC(=O)CN(c1ccc(C)cc1)S(=O)(=O)c1ccc(SC)cc1 | -2%
CCCCC(=O)N=c1sc2cc(S(C)(=O)=O)ccc2n1C | -13%
c1cc2c(nn1)CCc1nonc1-2 | 0%
CC1(C)CC2(CC(c3cccs3)c3cc(Cl)c(O)cc3O2)NC(=S)N1 (configuration not stated) | 4%
C/C(=C\C(=O)c1ccccc1)Nc1cccc(O)c1 | -3%
O=C(NCCN1CCN(c2ccccc2)CC1)C1CCN(S(=O)(=O)N2CCOCC2)CC1 | -9%
CC(=O)Nc1cccc(C(=O)OC(C(=O)c2ccc(C)cc2)c2ccccc2)c1 (configuration not stated) | 0%
Cc1ccc(CN(C)C(=O)C2CCCN2C(=O)c2cccs2)o1 (configuration not stated) | -6%
COc1ccc(C2=N/C(=C/c3ccc([N+](=O)[O-])cc3)C(=O)N2c2ccc(F)cc2)cc1 | 19%
CN(C)CCn1c(C(=O)O)cc2ccccc21 | 3%
CCc1nnc(NC(=O)CN2C(=O)c3ccccc3C2=O)s1 | -8%
Nc1cc(N)nc(SCC(=O)N2CCCCC2)n1 | -7%
CCOC(=O)c1c(NC(=S)NC(=O)c2ccc(OC)cc2)sc2c1CCC(C)C2 (configuration not stated) | -8%
CCOC(=O)CSc1cc(=O)n(CC)c2ccccc12 | -17%
COC(=O)C1C(c2ccccc2)=NN(c2ccccc2)C1C(=O)OC (configuration not stated) | 3%
CCn1c(O)c2ccc(C(=O)N=NC(=O)c3cccnc3)cc2c1O | -7%
O=c1cc(N2CCCCC2)c(-c2ccccc2)nn1Cc1cccc(Cl)c1 | 0%
COc1ccc(COc2ccsc2C(=O)Nc2ccc(Cl)c(Cl)c2)cc1 | -8%
CC(=O)C1=C(O)C(=O)N(c2nccs2)C1c1ccc(Br)cc1 (configuration not stated) | -15%
Cn1c(=O)n(Cc2ccccc2)c(=O)c2c1nc(NCC1CCCO1)n2Cc1ccccc1 (configuration not stated) | -3%
CN1C(=O)CSc2ccc(NC(=O)NCc3cccnc3)cc21 | -12%
CSC1=NCCN1C(=O)Cc1cccs1 | 7%
C#CCOc1c(Br)cc(C2C(C(=O)OC)=C(C)NC3=C2C(=O)c2ccccc23)cc1OC (configuration not stated) | -2%
O=C(COc1ncnc2ccccc12)NC1CCS(=O)(=O)C1 (configuration not stated) | -8%
O=C1CCCc2nc(N3CCN(C(c4ccccc4)c4ccccc4)CC3)ncc21 | -1%
O=c1cc(N2CCCCC2)c(-c2ccccc2)nn1Cc1ccc(Cl)cc1Cl | -1%
Cc1ccc(/C=C(\NC(=O)c2ccc(C)cc2)c2nc(=S)[nH][nH]2)cc1 | 1%
C=CCc1ccccc1OCCOc1ccc(/C=C2/SC(=S)N(C)C2=O)cc1 | 0%
COc1ccccc1C(c1nnnn1C(C)(C)C)N1CCN(Cc2ccncc2)CC1 (configuration not stated) | -2%
Cc1ccc2oc(-c3cccc(NC(=O)c4ccc(Br)o4)c3)nc2c1 | -8%
O=C(Nc1ccccc1)N(C1=NCCC1)c1ccc(OC(F)F)cc1 | -2%
CCC(c1nnnn1CCOC)N(Cc1cc2c(C)cc(C)cc2[nH]c1=O)CC1CCCO1 (configuration not stated) | -16%
CC1CCCC(C)N1C(=O)CSc1nnnn1-c1cccc2c1CCCC2 (configuration not stated) | 6%
Cc1[nH]n(-c2ccccc2)c(=O)c1/C=N/O | -5%
CCOC(=O)/C(C#N)=C\C=C1C=CN(C)C=C1 | -18%
Cc1ccc(N(CC(=O)NCCSc2ccc(Cl)cc2)S(C)(=O)=O)cc1 | 7%
c1ccc(-c2ccc(C3=Nn4c(Cn5nnc6ccccc65)nnc4SC3)cc2)cc1 | -9%
CCN(CC)C(=O)CSc1nnc(-c2ccccn2)n1-c1ccc(C)c(C)c1 | -18%
Clc1ccc(OCc2nn3c(-c4ccncc4)nnc3s2)cc1 | -6%
CCC1=C/C(=C/N(C)c2ccccc2)C(=O)S1 | 2%
C=C(C)C1CC=C(C)/C(=N/NC(=O)CNc2ccc(OCC)cc2)C1 (configuration not stated) | -12%
COc1ccc2c(CCNC(=O)c3ccco3)c[nH]c2c1 | -5%
Cc1ccc(C)c(-c2nn(-c3cc(N4CCN(CCO)CC4)ccc3[N+](=O)[O-])c(=O)c3ccccc23)c1 | 1%
COc1ccc(C2=CC(c3ccc(OC)c(OC)c3)NC(=S)N2)cc1 (configuration not stated) | -14%
O=C(/C=C/c1ccc(Cl)cc1Cl)NCc1ccncc1 | 25%
CCOC(=O)c1nnn(-c2nonc2-n2cccc2)c1CN1CCOCC1 | -8%
CCn1c(O)c(C=Nc2ccccc2)oc1=S | -6%
CCOc1cccc(OCCCOc2ccccc2)c1 | -4%
O=C(CCCC(=O)N(CC(=O)NC1CCCC1)Cc1ccc2c(c1)OCO2)Nc1ccccn1 | 3%
Cc1ccccc1Nc1nc(N)nc(CSc2nnc(-c3ccccc3)n2C)n1 | 8%
O=P(OCCN1CCOCC1)(c1ccccc1)c1ccccc1 | -16%
Cc1ccc(S(=O)(=O)Nc2cccc3ccc[n+](C)c23)cc1 | -12%
CC(=O)Nc1ccc(S(=O)(=O)N=S(C)C)cc1 | -4%
Continued.
SMILES | EphA4 KYL inhibition
CCn1c(N)c(C(=O)NCCCOC)sc1=S | 10%
C=CCn1c(C)cc(C(=O)CSc2ccc(NC(C)=O)cc2)c1C | -5%
CCCc1[nH]nc2c1C1(C(=O)N(CC)c3ccccc31)C(C#N)=C(N)O2 (configuration not stated) | -8%
CC1CCCCC1N1CN=C(Nc2nc3ccccc3s2)NC1 (configuration not stated) | -7%
COc1ccc2sc(NC(=O)CC(C)C)nc2c1 | 6%
O=C(CCC1CCCCC1=O)c1ccccc1 (configuration not stated) | -11%
CNC(=S)NCCc1ccc(OC)c(OC)c1 | 5%
O=C1Nc2ccc(S(=O)(=O)NCc3ccccn3)c3cccc1c23 | -7%
Cn1c(C(=O)NCCCN2CCCC2=O)cc2c(=O)n(C)c3ccccc3c21 | -4%
Cc1cc(C)nc(-n2nc(C)cc2NC(=O)c2cccc(S(=O)(=O)N3CCCCC3)c2)n1 | -13%
O=C(NC1CCCCC1)C1CCCN(S(=O)(=O)c2cnc[nH]2)C1 (configuration not stated) | -4%

Among those listed so far, these have a furan ring, fused or not.
SMILES | EphA4 KYL inhibition
COc1ccc2[nH]c(C)c(C(=O)CN3CCN(C(=O)c4ccco4)CC3)c2c1 | 0%
COc1ccc(-c2cc(C(F)(F)F)n3nc(C(=O)NCc4ccco4)c(Cl)c3n2)cc1 | 5%
Cc1cccc(C)c1NC(=O)c1cc2ccccc2o1 | -4%
COCCNC(=S)NC1CC2CCCC(C1)N2Cc1ccco1 (configuration not stated) | 18%
CCCCn1c(SCC(=O)NCc2ccco2)nc2ccccc2c1=O | -15%
O=C(CCNC(=O)c1ccco1)NCc1ccccc1 | -1%
CCOCC(=O)Nc1c(C(=O)Nc2ccccc2OC)oc2ccccc12 | -8%
Cc1ccc(CN(C)C(=O)C2CCCN2C(=O)c2cccs2)o1 (configuration not stated) | -6%
Cc1ccc2oc(-c3cccc(NC(=O)c4ccc(Br)o4)c3)nc2c1 | -8%
COc1ccc2c(CCNC(=O)c3ccco3)c[nH]c2c1 | -5%
